aSyn yeast inh: qHTS of alpha-syn Inhibitors; AID 652106, 2013; Yeast expressing alpha-synuclein, growth rescue, BacTiter-Glo, 24 h; actives 0.14% (n = 370,000); Potency, µM (top dose mostly 46.1 µM), without a hit: top-dose growth rescue (activation), actives largely listed as activators; also: potency is read from the fitted curve at half-maximal effect; % of control where 0% means no effect; nearly all actives have a fitted effect of over 65% in size
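Rescue of yeast growth: cells expressing toxic alpha-synuclein, induced in galactose at OD600 0.02, incubated with compound 24 h at 30 C. ATP luminescence quantified growth; inhibitors of toxicity appear as activators.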
KB-V1 cytotox: qHTS assay for MDR1-selective chemotherapeutics: Primary screen using the drug-selected MDR subline cells KB-V1 | AID 1347076, 2019 | KB-V1 MDR cells viability, CellTiter-Glo, 72 h | actives 3.4% (n = 400,000) | Potency, µM (top dose mostly 46.1 µM), inactives show top-dose activity change, negative = cytotoxicity, usual class: cytotoxic; also: potency is read from the fitted curve at half-maximal effect; % is scaled to controls: 0 for no effect and ±100 for the full control effect; nearly all actives have a fitted effect of over 60% in size
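Compound-treated KB-V1 multidrug-resistant cells, 72 h, 37 degrees C; viability by CellTiter-Glo. Fitted qHTS curves give the values.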
GLP1R cytotox: qHTS of GLP-1 Receptor Inverse Agonists: Cytotox Screen; HEK293 cAMP-luciferase reporter cells, luminescence, 24 h; Potency, µM (highest dose often 38.3 µM), for the others: at the highest dose activity change, negative = inhibition, actives largely listed as inhibitors; actives 0.13% (n = 410,000); AID 624418, 2012;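 also: loss of luciferase light is scored as toxicity; potency is read from the fitted curve at half-maximal effect; % is scaled to controls: 0 for no effect and ±100 for the full control effect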
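Seeding density was 200 cells/uL; after overnight-length (12 h) culture, 23 nL compounds went on for 24 h at 37 °C. Readout used a luciferase detection reagent, luminescence taken after 12 min at room temperature.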
DRD3 antagonist: qHTS of D3 Dopamine Receptor Antagonist: qHTS. D3R cells, DiscoveRx beta-arrestin luminescence, antagonist mode; active compounds read low. max response, negative = inhibition, %. D(3) dopamine receptor (Homo sapiens), P35462. actives 2.5% (n = 360,000); in the data active = max response below about -50%; inconclusive = no clear call, values can overlap the other calls; also: % is scaled to controls: 0 for no effect and ±100 for the full control effect; mostly tested at two doses, the higher about 12 µM
Target sequence (P35462 whole entry, looked up): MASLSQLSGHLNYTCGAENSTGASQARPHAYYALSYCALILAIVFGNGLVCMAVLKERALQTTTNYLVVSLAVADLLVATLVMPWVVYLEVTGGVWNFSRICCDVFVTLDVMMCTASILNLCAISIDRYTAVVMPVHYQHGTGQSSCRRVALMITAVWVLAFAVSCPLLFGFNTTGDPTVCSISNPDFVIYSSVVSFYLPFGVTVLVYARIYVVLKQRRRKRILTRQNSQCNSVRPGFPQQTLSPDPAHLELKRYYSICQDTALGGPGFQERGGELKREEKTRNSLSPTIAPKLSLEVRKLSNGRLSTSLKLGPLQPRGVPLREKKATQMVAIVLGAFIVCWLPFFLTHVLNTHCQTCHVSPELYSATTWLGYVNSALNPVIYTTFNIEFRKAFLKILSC
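Cells plated overnight at 1500 cells/well, then exposed to library compounds with dopamine controls for 90 minutes at 37 degrees C. DiscoveRx reagent added for 30–60 minutes at room temperature; luminescence read, quantitative HTS format.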
TDP43 rescue: qHTS of TDP-43 Inhibitors; Potency, µM (titrated, usually from 46.1 µM), for inactives: at the highest dose growth rescue (activation), actives largely listed as activators; actives 1.8% (n = 410,000); TDP-43 expressing yeast growth rescue, BacTiter-Glo, 24 h; also: potency is read from the fitted curve at half-maximal effect; % of control where 0% means no effect; nearly all actives have a fitted effect of over 50% in size
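Readout is BacTiter-Glo luminescence of cell growth, so inhibitors register as activators. TDP-43-expressing yeast at OD600=0.02 in galactose medium, after raffinose pregrowth to mid-log, were incubated with compound for 24 hr at 30 deg C.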
D3 ag: qHTS of D3 Dopamine Receptor Agonist: qHTS; D(3) dopamine receptor (Homo sapiens), P35462; D3R DiscoveRx beta-arrestin cells, luminescence, 90 min; max activation, %; actives 0.58% (n = 410,000); AID 652048, 2013; in the data active = max activation above about 30%; also: 0% is about no effect; mostly tested at two doses, the higher about 12 µM
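Agonist-mode cell screen: cells plated at 1500/well and incubated overnight at 37 °C, then exposed to library compounds for 90 min at 37 °C. Detection reagent was added for 30–60 min at room temperature, and luminescence was read.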
PTHR1 ag: qHTS for PTHR1 Agonists: Primary Screen; actives 0.075% (n = 410,000); HEK293 GP2 PTHR1 cells, GloSensor cAMP luminescence, 1 h; Parathyroid hormone/parathyroid hormone-related peptide receptor (Homo sapiens), Q03431; Potency, µM (highest dose often 115 µM), for the others: top-dose activation, most hits filed as activators; also: potency is read from the fitted curve at half-maximal effect; nearly all actives have a fitted effect of over 55% in size; some results filed as inactive show a strong effect at the top dose; inactives centre near -15; many of its hits are not listed in these tables
Target sequence (Q03431 whole entry, looked up): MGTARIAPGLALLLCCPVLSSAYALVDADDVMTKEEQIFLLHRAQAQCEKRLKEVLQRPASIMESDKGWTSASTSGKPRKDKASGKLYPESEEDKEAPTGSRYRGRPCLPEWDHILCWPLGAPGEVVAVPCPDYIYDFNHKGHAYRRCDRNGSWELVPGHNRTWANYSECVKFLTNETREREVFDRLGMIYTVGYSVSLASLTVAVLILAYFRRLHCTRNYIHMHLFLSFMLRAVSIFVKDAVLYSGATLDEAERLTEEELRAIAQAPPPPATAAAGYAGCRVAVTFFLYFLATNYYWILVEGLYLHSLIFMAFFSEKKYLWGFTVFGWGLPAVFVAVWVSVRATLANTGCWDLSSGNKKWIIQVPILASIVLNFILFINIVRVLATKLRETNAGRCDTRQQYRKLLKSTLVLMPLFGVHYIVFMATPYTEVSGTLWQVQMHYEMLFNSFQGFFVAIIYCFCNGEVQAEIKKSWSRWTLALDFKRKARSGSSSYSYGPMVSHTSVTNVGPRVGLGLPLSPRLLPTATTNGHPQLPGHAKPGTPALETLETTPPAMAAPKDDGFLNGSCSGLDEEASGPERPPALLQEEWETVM
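HEK-293-derived GP2 cells expressing PTHR1 and a GloSensor cAMP reporter, 3,000/well, plated overnight, given luciferin plus IBMX (each 0.5 mM as added) for 1 h at 37 °C, then compound for 1 h at 37 °C. Luminescence was read after 15 min at room temperature.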
GLP1R ag: qHTS of GLP-1 Receptor Agonists; actives 0.007% (n = 380,000); AID 624172, 2012; Glucagon-like peptide 1 receptor (Homo sapiens), P43220; Potency, µM (top dose mostly 45.6 µM), without a hit: top-dose activation, most hits filed as activators; HEK293 GLP-1R CRE-luciferase, luminescence, 4-6 h; cells express a hypersensitive GLP-1R form; also: potency is read from the fitted curve at half-maximal effect; % of control where 0% means no effect
GLP-1R inv ag: qHTS of GLP-1 Receptor Inverse Agonists (Inhibition Mode); Glucagon-like peptide 1 receptor (Homo sapiens), P43220; HEK293 GLP-1R CRE-luciferase, luminescence, 24 h; GLP-1R form is constitutively active; Potency, µM (highest dose often 38.3 µM), for the others: at the highest dose activity change, negative = inhibition, hits mostly inhibitors; actives 1.6% (n = 410,000); AID 624417, 2012; also: potency is read from the fitted curve at half-maximal effect; % is scaled to controls: 0 for no effect and ±100 for the full control effect; nearly all actives have a fitted effect of over 55% in size
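HEK293 cells stably co-expressing constitutively active GLP-1R and a cAMP-responsive luciferase reporter were seeded in DMEM with 10% Nu serum, given compounds after 12 h, and incubated 24 h at 37 deg C. Luminescence was then read.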
* marks the source's active call; other numbers are inactive results; i = inactive; u = inconclusive; x = no result given; [ ] = dose if it differs, or a comment. Unless noted, calls follow the shape of the dose curve; as a rule, active = well fitted curve in the direction sought with a large enough effect; inconclusive = small, poorly fitted or top-dose-only effect, or another doubt; inactive = no such curve, though single readings can be large; an effect the other way counts as inactive or inconclusive.

SMILES	aSyn yeast inh	KB-V1 cytotox	GLP1R cytotox	DRD3 antagonist	TDP43 rescue	D3 ag	PTHR1 ag	GLP1R ag	GLP-1R inv ag
O=C(COC(=O)c1ccccc1C(=O)c1ccc(Cl)cc1)NCCc1ccccc1	11%	u	-8%	18	-5%	-2	-23%	-3%	u
COc1ccc(NC(=O)C23CCC(C)(C(=O)O2)C3(C)C)cc1 (stereo unspecified)	0%	-26%	-15%	-29	-20%	-8	5%[57.5 µM]	3%	0%
CCCOc1ccc(F)cc1-c1cc(C(=O)Nc2cc(OC)ccc2OC)[nH]n1	-12%	11%	1%	u	5%	-17	-1%	1%	-12%
CCOC(=O)N1CCN(c2c(NCCOC)c(=O)c2=O)CC1	-3%	-5%	6%	-14	4%	1	i	-4%	14%
COc1cc(C(c2c(C)[nH][nH]c2=O)c2c(C)[nH][nH]c2=O)ccc1OCc1ccc([N+](=O)[O-])cc1	9%	18%	-13%	u	u	-2	i	-6%	-12%
COc1cc(C(=O)Nc2nnc(CC(=O)NCc3ccccc3)s2)cc(OC)c1OC	-8%	u	-1%	6	3%	1	i	1%	40%[activator]
CCOC(=O)c1sc(NC(=O)CCN2CCCCCC2)c(C(=O)OCC)c1C	7%	-7%	u	-30	-8%[0.397 µM]	-1	-41%[inhibitor]	29%	-9%
COc1ccc(S(=O)(=O)N2Cc3ccccc3CC2C(=O)Nc2ccc(C)cc2)cc1OC (stereo unspecified)	x	u	-6%	x	15%[9.22 µM]	0	-3%	x	5%
O=C(c1ccco1)N1CCC(N2CCN(c3ccccc3)CC2)CC1	-3%	-10%	2%	2	5%	18	i	5%	9%
Cc1ccc2c(c1)C(=O)C(=O)N2Cc1ccccc1	1%	-12%	-7%	u	-86%[inhibitor]	-6	i	9%	-15%
C[C@H]1CN([C@@H](C)CO)C(=O)CCCn2cc(nn2)CO[C@@H]1CN(C)S(=O)(=O)c1cccc(F)c1	-5%	-7%	5%	22	24%	2	-13%	-2%	10%
CN(C)S(=O)(=O)c1ccc(N2CCCC2)c(C(=O)N2CCN(S(=O)(=O)c3ccccc3F)CC2)c1	4%	-2%	-22%	-6	-13%	6	i	15%	u
CC1=NN(C(=O)c2ccc(Br)cc2)C(O)(C(F)(F)OC(F)(F)F)C1 (stereo unspecified)	-41%[inhibitor]	0%	u	4	-85%[inhibitor]	7	-32%	-12%	u
COCCNc1nc(Nc2ccc(C)cc2C)c2sccc2n1	-4%	5.2µM*	u	-29	18%	-5	-6%	u	u
CCN(CC)c1ccc(C(=O)NCc2ccc3c(c2)CCN3C(C)=O)cc1	x	x	5%	x	19%	-1	i	x	15%
C[C@@H]1CCC[C@H](C)N1NC(=O)c1ccc(Cl)c(S(N)(=O)=O)c1	5%	16%	4%	4	u	-8	i	7%	7%
CCC(C)C(NC(=O)C1CCC(C)CC1)C(=O)NC(CCSC)C(=O)OC (stereo unspecified)	-1%	-32%	21%	2	-7%	-1	i	7%	-3%
O=S(=O)(c1ccc(F)cc1)N1CCc2ccccc21	9%	-14%	-4%	3	-2%	8	0%	-5%	-12%
O=C(CSc1cn(Cc2ccccc2)c2ccccc12)NCc1ccc(F)cc1	-1%	6%	-8%	17	22%	1	i	0%	-15%
CCCNC(=O)CN(CCc1ccccc1)S(C)(=O)=O	-2%	10%	-1%	-8	-33%[inhibitor]	14	i	-3%	0%
CCc1cccc(NC(=O)CSC2=Nc3ccccc3N=C(c3ccc(F)cc3)C2)c1	x	5%	3%	x	13%	-12	-20%	-3%	u
O=c1oc2ccccc2c(Nc2ccc3ncccc3c2)c1[N+](=O)[O-]	1%	-4%	-21%	-19	23%	5	-12%	-10%	-23%
O=S(=O)(/C=C/c1ccccc1)N1CCc2ccccc2C1	3%	3%	-3%	13	9%	3	-4%	6%	-22%
CCN(C(=O)CSc1nnc(-c2cccs2)o1)C1CCS(=O)(=O)C1 (stereo unspecified)	1%	-14%	-2%	7	8%	0	-20%	9%	14%

Not a retest: an excerpt of the list.
SMILES	aSyn yeast inh	KB-V1 cytotox	GLP1R cytotox	DRD3 antagonist	TDP43 rescue	D3 ag	PTHR1 ag	GLP1R ag	GLP-1R inv ag
CC1=NN(C(=O)c2ccc(Br)cc2)C(O)(C(F)(F)OC(F)(F)F)C1 (stereo unspecified)	-41%[inhibitor]	0%	u	4	-85%[inhibitor]	7	-32%	-12%	u
COCCNc1nc(Nc2ccc(C)cc2C)c2sccc2n1	-4%	5.2µM*	u	-29	18%	-5	-6%	u	u
CCN(CC)c1ccc(C(=O)NCc2ccc3c(c2)CCN3C(C)=O)cc1	x	x	5%	x	19%	-1	i	x	15%

Remaining list, next part:
SMILES	aSyn yeast inh	KB-V1 cytotox	GLP1R cytotox	DRD3 antagonist	TDP43 rescue	D3 ag	PTHR1 ag	GLP1R ag	GLP-1R inv ag
C[C@@H]1CNC(=O)c2c(C(=O)NC3CCN(C(=O)OC(C)(C)C)CC3)ncn21	-11%	22%	0%	-22	12%	-8	-11%	-3%	23%
COc1ccc(NS(=O)(=O)c2cccc(C(=O)NNC(=O)CNC(=O)c3ccco3)c2)cc1	-3%	u	-8%	3	7%	11	i	-4%	3%
O=C(CN1C(=O)NC2(CCCCCC2)C1=O)NC1CC1	-3%	u	3%	-11	-16%	1	i	1%	-22%
CC(C)C[C@@H](CN1CCC[C@@H]1CN1C(=S)NC[C@@H]1Cc1ccccc1)N1C[C@H](Cc2ccc(O)cc2)N(CC2CCCCCC2)C1=S	-34%[inhibitor]	u	1%	5	-4%	0	-18%	3%	u
COc1ccc2c(c1)n([O-])c1c([n+]2=O)CCC1	0%	u	-6%	5	-7%	2	i	0%	-6%
CN(C)S(=O)(=O)N1CCC(n2nccc2NC(=O)CCCc2ccccc2)CC1	-4%	20%	1%	-8	-12%	1	i	4%	-11%
CCN(CC)S(=O)(=O)c1cccc(-c2nnc(SC(C)C(N)=O)n2CCc2ccccc2)c1 (stereo unspecified)	6%	0%	-19%	0	9%	0	i	0%	0%
CC(C)Cc1nnc(NC(=O)CCC(=O)N2CCOCC2)s1	-5%	-2%	18%	-20	-20%	-17	-18%[57.5 µM]	0%	7%
COc1cccc(N2C(=O)CC(N3CCN(S(=O)(=O)c4ccccc4[N+](=O)[O-])CC3)C2=O)c1 (stereo unspecified)	6%[1.84 µM]	u	-24%	9	10%	-2	-41%[inhibitor]	-7%	15%
Cc1onc(-c2ccccc2Cl)c1C(=O)N[C@@H](C)c1ccccc1	0%	-5%	5%	4	6%	3	i	-3%	-34%
CCN(CC)C(=O)c1ccccc1NC(=O)CN1C(=O)c2ccccc2S1(=O)=O	-1%	-12%	11%	2	-20%	2	-22%	5%	1%
Cc1nc(C)c(C(=O)NNS(=O)(=O)c2ccc([N+](=O)[O-])cc2)s1	-3%	-6%	15%	-1	-18%	2	i	0%	4%
COCCNC(=O)CN(C(=O)Cn1nnc2ccccc21)c1cc(C)cc(C)c1	1%	-1%	1%	7	-10%[0.397 µM]	4	i	3%	50%[activator]
O=S(=O)(NCc1csc(-c2cccs2)n1)c1cccs1	8%	u	8%	-2	30%	-1	-23%	13%	u
O=C(CN1C(=O)S/C(=C\C=C\c2ccccc2)C1=O)N1CCCCC1	0%	x	6%	-10	-3%	-2	i	-11%	u
COc1cc2[nH]c(=S)nc(NCc3ccccc3)c2cc1OC	-1%	-8%	-21%	2	4%	-1	i	7%	20%
COc1ccccc1C1CCN(C(=O)c2ccco2)CC1	-14%	u	-18%	2	u	9	i	10%	u
COc1cc(OC)c(OC)cc1/C=N/NC(=S)NCC1CCCO1 (stereo unspecified)	-7%	u	u	23	18%	0	-13%[57.5 µM]	25%	12%
COc1ccccc1-c1nnc2n1N=C(C)CS2	-7%	-2%	-18%	13	-21%	7	u	-17%	21%
Cc1ccc(-c2noc(CN(C)C(=O)Nc3ccc(F)cc3)n2)cc1	-6%	u	11%	1	-7%	0	-26%	6%	u
CC(C)CNCC1OCc2ccccc2CO1	-1%	16%	2%	-4	2%	-7	i	17%	-5%
CCN(CC(=O)NC(C)C)C(=O)C(CCSC)NC(=O)c1ccccc1OC (stereo unspecified)	-3%	-20%	-4%	-8	-13%	1	i	0%	0%
CN(Cc1ccccc1)C(=O)c1ccc(NC(=O)Cc2ccc(NC(=O)C3CCN(C(=O)c4ccccc4)CC3)cc2)cc1	4%	1%	-15%	18	22%	-4	-73%[inhibitor]	7%	-26%
COCCn1c(/C=C/c2ccccc2)nc2ccccc21	5%	u	-4%	2	0%	-2	-1%	12%	u
CC(C)NC(=O)Cn1cnc2c1c(=O)n(C)c(=O)n2C	-2%	14%	-2%	13	-3%	-3	-8%[57.5 µM]	-8%	11%
O=C(OCN1C(=O)c2ccccc2C1=O)/C(=C\c1ccco1)NC(=O)c1ccccc1	7%	19%	6%	-21	-9%	-3	i	-10%	8%
CC1(c2ccc(OC(F)F)cc2)NC(=O)N(CC(=O)Nc2cccc(F)c2)C1=O (stereo unspecified)	1%	7%	6%	-1	6%	-5	0%	16%	u
Cc1ccc2c(CN(C)Cc3cccc(F)c3)cc(=O)oc2c1C	6%	-8%	1%	-5	14%	-4	-23%	u	u
O=C(N/N=C/c1ccc(O)cc1)c1cc(-c2ccc3c(c2)OCO3)n[nH]1	1%	-21%	-12%	-8	-17%	-19	-24%	20%	u

Screens deposited in PubChem BioAssay by National Center for Advancing Translational Sciences (NCATS).

Not all compounds are listed; the hit share may differ from the screen's.
